Screens (PubChem)
GalR3 antag – antagonists of human GalR3. HEK293 GalR3-CNG cAMP membrane potential fluorescence; galR3 body fused to GalR1 C-terminus. inhibition, % at 3 µM. actives 0.44% (n = 360,000). AID 651719;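 active = inhibition above the screen-wide average plus 3 SD, cut at about 13% in these data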;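 note: forskolin and galanin both at EC90 stimulate the cells; cAMP rise reported by CNG channel membrane potential dye signal; 0% = forskolin plus galanin with DMSO and 100% = forskolin alone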
CRFBP-R2 block – antagonists of CRF-binding protein/CRF-R2 receptor complex; inhibition, % at 11.8 µM; actives 0.59% (n = 350,000); HEK293 CRF-R2/CRF-BP, CRF-induced calcium fluorescence;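 active = inhibition of the ligand-induced calcium signal above about 50% at the single tested concentration, limit read from the data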
IDE cell inh – cellular human IDE inhibition. HEK cells, FAbetaB cleavage, fluorescence polarization. actives 0.41% (n = 320,000). P14735. inhibition, % at 5.59 µM;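 active = percent inhibition above the average of all tested compounds plus 3 SD, set per screening campaign, cut at about 16% in these data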;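 note: IDE supplied by intact live HEK cells; FP after avidin binding of uncleaved biotin substrate so inhibition keeps polarization high; 0% = DMSO wells and 100% = 60 µM reference IDE inhibitor Ii1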
Target sequence (P14735 whole entry, looked up): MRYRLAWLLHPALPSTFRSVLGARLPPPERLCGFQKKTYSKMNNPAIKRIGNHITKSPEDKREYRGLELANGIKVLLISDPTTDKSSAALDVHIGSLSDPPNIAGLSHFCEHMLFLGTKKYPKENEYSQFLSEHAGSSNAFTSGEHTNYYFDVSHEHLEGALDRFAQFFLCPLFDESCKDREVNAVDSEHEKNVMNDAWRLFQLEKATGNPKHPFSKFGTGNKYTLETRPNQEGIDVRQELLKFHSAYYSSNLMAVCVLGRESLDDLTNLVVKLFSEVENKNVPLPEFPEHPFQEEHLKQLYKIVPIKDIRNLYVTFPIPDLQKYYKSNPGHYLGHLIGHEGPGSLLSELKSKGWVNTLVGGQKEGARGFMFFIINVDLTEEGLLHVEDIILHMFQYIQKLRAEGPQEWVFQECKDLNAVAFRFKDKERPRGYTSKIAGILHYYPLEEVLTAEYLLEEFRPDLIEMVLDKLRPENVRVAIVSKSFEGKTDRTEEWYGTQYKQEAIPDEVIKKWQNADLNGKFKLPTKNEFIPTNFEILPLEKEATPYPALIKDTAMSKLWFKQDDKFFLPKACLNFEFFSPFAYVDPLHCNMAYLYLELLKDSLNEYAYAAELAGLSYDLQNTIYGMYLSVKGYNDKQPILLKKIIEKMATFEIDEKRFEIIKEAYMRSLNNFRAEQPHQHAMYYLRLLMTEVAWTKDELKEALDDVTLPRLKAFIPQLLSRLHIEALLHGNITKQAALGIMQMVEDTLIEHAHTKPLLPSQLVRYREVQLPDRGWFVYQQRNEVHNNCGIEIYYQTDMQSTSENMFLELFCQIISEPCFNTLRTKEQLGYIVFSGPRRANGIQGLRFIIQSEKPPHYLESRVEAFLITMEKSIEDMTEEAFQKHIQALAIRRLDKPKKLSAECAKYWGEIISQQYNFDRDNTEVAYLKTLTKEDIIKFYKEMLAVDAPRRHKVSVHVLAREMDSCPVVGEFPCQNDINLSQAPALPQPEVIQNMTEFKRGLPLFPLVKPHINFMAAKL
IDE cell activ – activators of human insulin-degrading enzyme in cells; actives 0.073% (n = 340,000); activation, % at 5.96 µM; AID 493087; P14735; HEK cells, FAbeta-B cleavage, fluorescence polarization; 0% vehicle, 100% cell-free pure enzyme wells;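 active = activation above the mean of all tested compounds plus 3 SD, set per screening campaign, cut at about 17% in these data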
* = called active by the depositor; . = not tested or not shown. Only part of the results is shown, so the mix of outcomes need not match the whole.

| GalR3 antag | CRFBP-R2 block | IDE cell inh | Molecule | IDE cell activ |
| --- | --- | --- | --- | --- |
| -2 | 5 | . | C[C@@H]1CCCCO[C@@H](CN(C)C(=O)Cc2ccccc2)[C@@H](C)CN([C@H](C)CO)C(=O)c2cc(NC(=O)C3CCCCC3)ccc2O1 | . |
| 4 | 16 | . | C[C@@H]1CN([C@@H](C)CO)C(=O)CCCn2nncc2CO[C@@H]1CN(C)S(=O)(=O)c1cn(C)cn1 | . |
| -7 | -5 | . | C[C@H]1CN([C@@H](C)CO)C(=O)CCCn2nncc2CO[C@@H]1CN(C)C(=O)Nc1ccnc(N2CCOCC2)c1 | . |
| -1 | 17 | . | O=C1OC(c2ccccc2)=CC1=Cc1ccccc1O | . |
| -7 | 12 | . | O=C(CN1C(=O)c2ccccc2C1=O)NC1CCS(=O)(=O)C1 (configuration not stated) | . |
| -6 | 10 | . | CC1=C(C(=O)N(C)C)CC(CC(=O)NCCCCc2ccccc2)C(=O)N1CCC1=CCCCC1 (configuration not stated) | . |
| -2 | 13 | . | COc1ccccc1NC(=O)N(C)C[C@@H]1Oc2ncc(Br)cc2C(=O)N([C@H](C)CO)C[C@@H]1C | . |
| -5 | -10 | . | COCOCCn1cc(CN2CCS(=O)(=O)N(Cc3ccc(-c4ccc(F)cc4)cc3)C(CC(C)C)C2=O)nn1 (configuration not stated) | . |
| -8 | 13 | . | CCCn1c(SCC(=O)N(C)C2CCCCC2)n[nH]c1=O | . |
| -5 | 0 | . | O=C(OCc1cn([C@@H]2C[C@H](c3ccc(Cl)cc3)N(C(=O)C3CCCCC3)C[C@H]2O)nn1)c1ccccc1 | . |
| -8 | 1 | . | CC(OC(=O)C1=COCCO1)C(=O)NC1CCCCC1 (configuration not stated) | . |
| -3 | 10 | . | Cc1c(NC(=O)COC(=O)/C=C/c2cccc(F)c2)c(=O)n(-c2ccccc2)n1C | . |
| -7 | 1 | . | CCCCn1c(N)c(N(CC(C)C)C(=O)CC(NC(=O)c2ccccc2Cl)c2ccccc2)c(=O)[nH]c1=O (configuration not stated) | . |
| . | 11 | 2 | CN(CC(=O)Nc1ccccc1Cl)C(=O)COC(=O)c1ccccc1[N+](=O)[O-] | 3 |
| . | 0 | 1 | C[C@@H]1C[C@H]2[C@@H]3C[C@H](F)C4=CC(=O)C=C[C@]4(C)[C@@]3(Cl)[C@@H](O)C[C@]2(C)[C@H]1C(=O)COC(=O)C(C)(C)C | 1 |
| . | -19 | -1 | c1ccc(C[C@H]2CNCCN2CCC23CC4CC(CC(C4)C2)C3)cc1 | 7 |
| . | -8 | 4 | O=C(Nc1cccc(/C=C/c2ccccn2)c1)c1ccc(-n2cncn2)cc1 | -3 |
| . | 2 | 2 | CCOc1ccc(C(=O)CC(C(=O)O)N2CCN(Cc3ccccc3)CC2)cc1 (configuration not stated) | 0 |
| . | 4 | 2 | COc1cc(/C=C/C(=O)c2ccc3c(c2)OCO3)cc(OC)c1OC | 2 |
| . | -50 | -4 | CCCCCCCCCCCCCCCC[N+](C)(C)CCN(Cc1ccc(OC)cc1)c1ncccn1 | 18* |
| . | 0 | -5 | CCN(CC)c1ccc(S(=O)(=O)N2CCOCC2)cc1NC(=O)CSc1nncs1 | 1 |
| . | -13 | -7 | C=C[C@](C)(CC[C@@]1(C)C(C)CC(OC2OC(C)C(OC3OC(COC(C)=O)C(O)C(O)C3O)C(O)C2O)[C@@]2(C)C(C)=CCCC12)OC1OC(C)C(O[C@@H]2O[C@@H](C)C(O)C(O)[C@H]2O)C(O)C1O (some centres not stated) | 5 |
| . | -58 | -6 | CC(=O)O[C@H]1[C@H](O)[C@H](Oc2c(O)c(C)c3c4c2[C@@H](C)CC[C@@H]4[C@@H](C)C[C@H]3C=C(C)C)O[C@@H](C)[C@H]1O | 7 |
| . | 0 | 0 | COc1ccc(S(=O)(=O)N(C)C[C@H]2Oc3c(NC(=O)Nc4ccc(C(F)(F)F)cc4)cccc3C(=O)N([C@H](C)CO)C[C@@H]2C)cc1 | 3 |
| . | -1 | 1 | N=C(N)SCCN | 7 |
| . | -1 | 1 | CC(=O)Nc1ccc(S(=O)(=O)N[C@@H](C)C(=O)N2CCN(C/C=C/c3ccccc3)CC2)cc1 | -1 |
| . | 17 | 6 | CC1=Nc2nc(N3CCCCCC3)c(C#N)c3c4c(nc(c23)N1)N(c1ccc2ccccc2c1)C(=O)C4 | 1 |
| . | 2 | 5 | C#CCOCCOCCOCCNc1nc(N2CCN(C(=O)CCCCCCCCCCNC(=O)[C@H](CCCCN)n3cc(C)nn3)CC2)nc(N2CCN(C(=O)CCCCCCCCCCNC(=O)[C@H](CCCCN)n3cc(CCCC(=O)O)nn3)CC2)n1 | 3 |
| . | -7 | 0 | COc1cc(Cl)c(C)cc1NC(=O)CN1CCN(C(=O)C2CC2)CC1 | 5 |
| . | -6 | 6 | CCOC(=O)c1c(NC(=O)COC(=O)c2ncc(Cl)c(Cl)c2Cl)sc(C(=O)N(C)C)c1C | -1 |
| . | 3 | 1 | COC(=O)CCC(=O)OC1(C)C(=O)C2=CN(c3ccc(OC)cc3)C(c3ccc(OC)cc3)=CC2=C(Br)C1=O (configuration not stated) | 0 |
| . | 5 | 4 | CCCCCN(CCCCC)C(=O)C(CCC(=O)O)NC(=O)c1ccc(Cl)c(Cl)c1 (configuration not stated) | 3 |
| . | -1 | -4 | COC/C=C/C1=CC2=CC(=O)C(C)(OC(=O)c3cnc4ccccc4n3)C(=O)C2=CN1CC(C)C (configuration not stated) | 1 |
| . | 8 | 2 | CCOC(=O)CN1C(=O)N[C@@H](c2cccc(C(F)(F)F)c2)C(C(C)=O)=C1C | -5 |
| . | 0 | 2 | C[C@@H]1CN([C@H](C)CO)C(=O)Cc2cc(NS(=O)(=O)c3ccc(Cl)cc3)ccc2O[C@H]1CN(C)Cc1ccc(C(F)(F)F)cc1 | 1 |
| . | 29 | 0 | CC[C@H](C)/C=C/C1=CC2=C(Cl)C(=O)[C@@]3(C)OC(=O)C(C(=O)[C@H](C)[C@@H](C)O)=C3C2=CO1 | -2 |
| . | 27 | -2 | C#CCOCCOCCOCCNc1nc(N2CCN(C(=O)CCCCCCCCCCNC(=O)[C@H](CCCCN)n3cc(CCCC(=O)O)nn3)CC2)nc(N2CCN(C(=O)CCCCCCCCCCNC(=O)[C@@H]([C@H](C)O)n3cc(C)nn3)CC2)n1 | -1 |
| . | -8 | 5 | COc1ccc(-c2ccc3c(c2)S(=O)(=O)c2cccc(C(=O)NCCOc4ccccc4)c2C3=O)cc1OC | 2 |
| . | -40 | 44* | CN(C)c1ccc(/C=C2\Oc3ccc(C#Cc4cccc(N)c4)cc3C2=O)cc1 | -49 |
| . | -10 | 9 | COc1cc(OC)cc(-c2cc3cc4c(cc3cn2)OCO4)c1 | -4 |
| . | -29 | 13 | Cc1ccc(C2(C)NC(=O)N(CC(=O)Nc3ccccc3N3CCCC3)C2=O)cc1 (configuration not stated) | 3 |
| . | 11 | 2 | CCC1Nc2ncnc(N3CCOCC3)c2N(Cc2ccc(Cl)cc2)C1=O (configuration not stated) | 2 |
| . | 34 | 0 | O=C(O)c1cc([N+](=O)[O-])ccc1NCCCc1ccccc1 | 5 |
| . | -12 | 8 | Cc1ccc(C)c(NC(=O)CN(C)C(=O)Cc2coc3cc(C)c(C)cc23)c1 | 5 |
| . | -6 | -5 | Cc1ccc(-c2csc3ncnc(N4CCN(S(=O)(=O)c5cccs5)CC4)c23)cc1 | -3 |
| . | 13 | 2 | CCOC(=O)C(C)C(C)=O (configuration not stated) | 1 |
| . | 12 | 4 | Cc1ccc(C)c(S(=O)(=O)Nc2ccc(-n3cnnn3)cc2)c1 | 2 |
| . | 1 | 4 | Nc1ncnc2c1ncn2C1OC(C(=O)NC2CC2)C(O)C1O (configuration not stated) | 4 |
| . | 3 | 8 | COCc1c(C(=O)Nc2cccc(S(=O)(=O)N3CCCCC3)c2)oc2ccccc12 | 4 |
| . | 27 | 0 | N=C(N)SCCc1cccc(CCSC(=N)N)c1 | -1 |
| . | 21 | -1 | O=C(c1ccccc1)c1cccc(C(=O)c2ccccc2)c1 | -1 |
| . | 3 | -1 | O=S(=O)(Nc1ccccc1N1CCOCC1)c1ccc(Cl)cc1 | -2 |
| . | 32 | 4 | CC(=O)N[C@H](Cc1c[nH]c2ccccc12)C(=O)O | 0 |
| . | -12 | 6 | CC(C(=O)O)c1ccc(C(=O)c2ccccc2)s1 (configuration not stated) | 2 |
| . | 8 | 5 | COc1cc(C(=O)NCc2ccc(OCCN(C)C)cc2)cc(OC)c1OC | 3 |
| . | -28 | -1 | CC(C)c1nc(SCC(=O)N2CCCC2)c2c(=O)n(C)c(=O)n(C)c2n1 | 6 |
| . | -6 | -1 | C#CCOCCOCCOCCNc1nc(N2CCN(C(=O)CCCCCCCCCCNC(=O)[C@H]([C@@H](C)CC)n3cc(CCCCN=C(N)N)nn3)CC2)nc(N2CCN(C(=O)CCCCCCCCCCNC(=O)[C@@H]([C@H](C)O)n3cc(C)nn3)CC2)n1 | 51* |
| . | 3 | 6 | CN(C(=O)COC(=O)c1ccc(F)c(S(=O)(=O)N2CCOCC2)c1)C1CCS(=O)(=O)C1 (configuration not stated) | 0 |
| . | -50 | -1 | c1ccc(CN2CCC3(CCCc4ccccc43)CC2)cc1 | 5 |
| . | -14 | -3 | O=C(c1cc(-c2ccccc2Cl)nc2ccccc12)N1CCN(c2ccccn2)CC1 | 2 |

New compounds follow
| GalR3 antag | CRFBP-R2 block | IDE cell inh | Molecule | IDE cell activ |
| --- | --- | --- | --- | --- |
| . | -10 | 2 | COC(=O)C1=C(C)N(Cc2ccccc2)C(=NCc2cccc(Cl)c2)N[C@H]1c1ccccc1 | 10 |
| . | -4 | -1 | O=C(NC(=S)/C(=C1\CCCCCN1)[N+](=O)[O-])c1ccccc1 | 0 |
| . | -20 | 1 | C[N+](C)(C)CC=O | 7 |
| . | -40 | -4 | C/C=C(/C)C(=O)OC1CC(C)(C)C[C@H]2C3=CC[C@@H]4[C@@]5(C)CCC(O[C@@H]6O[C@@H](C(=O)O)[C@@H](O)C(O[C@@H]7OC[C@H](O)[C@@H](O)[C@@H]7O[C@@H]7OC(CO)C(O)[C@@H](O)[C@@H]7O)C6O[C@@H]6OC(CO)C(O)C(O)C6O)[C@@](C)(CO)[C@@H]5CC[C@]4(C)[C@]3(C)CC(O)[C@@]12CO (some centres not stated) | -1 |
| . | 25 | 0 | O=C(O)C(S)C(S)C(=O)O (configuration not stated) | 5 |
| . | 5 | -4 | C[C@@H]1O[C@@H](OC[C@H]2O[C@@H](Oc3cc(O)c4c(=O)cc(-c5ccc(O)c(O)c5)oc4c3)[C@H](O)[C@@H](O)[C@@H]2O)[C@H](O)[C@H](O)[C@H]1O | -2 |
| . | 1 | -3 | C#CCOCCOCCOCCNc1nc(N2CCN(C(=O)CCCCCCCCCCNC(=O)Cn3cc(CCCCCN)nn3)CC2)nc(N2CCN(C(=O)CCCCCCCCCCNC(=O)[C@@H]([C@H](C)O)n3cc(C)nn3)CC2)n1 | 25* |
| . | -16 | 12 | COC(=O)CCC(=O)OC1(C)C(=O)C2=CN(CCc3ccccn3)C(c3ccc(OC)cc3)=CC2=C(Br)C1=O (configuration not stated) | 7 |
| . | -19 | 1 | CN(CC(=O)Nc1ccc(Cl)c(C(F)(F)F)c1)CC(=O)NC1CCCCC1 | -3 |
| . | 0 | 6 | CCN(CC(=O)Nc1ccc(NC(C)=O)cc1)C(=O)c1cccc(-n2cccc2)c1 | 5 |
| . | 3 | 7 | Cc1c(C(=O)Nc2nc(-c3ccccn3)cs2)oc2ccccc12 | 2 |
| . | 5 | 3 | C[C@H]1CN([C@@H](C)CO)C(=O)c2cccc(NC(=O)c3cnccn3)c2O[C@@H]1CN(C)S(=O)(=O)c1ccc(F)cc1 | 7 |
| . | 1 | -1 | COc1ccc(C(=O)Nc2ccc(NC(C)=O)cc2)cc1S(=O)(=O)N1CCCCC1C (configuration not stated) | 4 |
| . | -90 | 10 | C#CCOCCOCCOCCNc1nc(N2CCN(C(=O)CCCCCCCCCCNC(=O)Cn3cc(C[C@@H](C)O)nn3)CC2)nc(N2CCN(C(=O)CCCCCCCCCCNC(=O)[C@@H]([C@H](C)CC)n3cc(CCCCCN)nn3)CC2)n1 | 26* |
| . | -28 | 0 | CC1=C(C/C=C(\C)CCCC(C)CCCC(C)CCCC(C)C)C(=O)c2ccccc2C1=O (configuration not stated) | 4 |
| . | -4 | 5 | Cc1ccc(C2=CC(=O)C[C@H](c3ccc(Cl)cc3)C2)cc1 | 0 |
| . | -20 | -1 | CCn1c(=O)[nH]c2cc(Cl)c(Cl)cc21 | 2 |
| . | 2 | 1 | O=C(COC(=O)c1ccc([N+](=O)[O-])s1)NCCc1ccccc1 | 9 |
| . | -1 | 4 | C[C@@]12C(=O)Nc3ccc(Br)cc3C(=O)N1[C@H]1c3cc(Cl)ccc3OC[C@@H]1[C@@H]2c1ccccc1 | 0 |
| . | -1 | 3 | CCN(CC)CCc1nc(-c2ccccc2)no1 | 4 |
| . | 2 | 4 | c1ccc2ncccc2c1 | 7 |
| . | -5 | 16 | N#C/C(=C\c1ccc(O)c(O)c1)C(=O)NCCc1ccccc1 | -13 |
| . | 6 | 6 | Cc1nc(Nc2nc3c(c(=O)[nH]2)CCC3)nc2ccccc12 | -2 |
| . | -5 | 2 | O=C(NCc1ccccc1Cl)c1cccc2c1C(=O)c1ccc(-c3ccc(OC(F)(F)F)cc3)cc1S2(=O)=O | -2 |
